Compound activity (PubChem)
CAL PDZ FP-1 = inhibitors of human CAL PDZ peptide binding; Q9HD26; purified CAL PDZ, TMR-peptide fluorescence polarization, 1 h; inhibition, % at 24.9 µM; 300,000 tested, 0.92% active; AID 602252;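 active = mean inhibition of at least 30% with at least half of replicates also reaching 30%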;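 note: 0% = DMSO neutral control and 100% = excess unlabeled competitor peptide PRC23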
Keap1-Nrf2 PPI = Keap1-Nrf2 (human) interaction inhibition; Keap1 Kelch-Nrf2 peptide fluorescence polarization, 1536-well; AID 504523; 340,000 tested, 0.15% active; Q14145; inhibition, % at 9.4 µM; in the data active = inhibition above about 12%;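 note: human Keap1 Kelch domain with fluorescein labeled Nrf2 9mer peptide probe; 0% = neutral control wells and 100% = peptide positive control; higher means more block of Keap1 binding to Nrf2 peptide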
LANA DNA inh = blocks KSHV LANA C-terminal domain binding to DNA | MBP-C-LANA/FAM-LBS DNA binding, fluorescence polarization | inhibition, % at 9 µM | 340,000 tested, 0.078% active | AID 504423;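 active = highest replicate inhibition at or above 60% at 9 µM, even if other replicates fall short; inactive = all replicates below 60% inhibition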;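 note: 0% = neutral control wells and 100% = 4 µM acridine orange control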
CAL PDZ FP-2 = blocks peptide binding to human CAL PDZ domain; Q9HD26; purified CAL PDZ, TMR-peptide fluorescence polarization, 1 h; inhibition, % at 20 µM; 330,000 tested, 0.02% active; AID 504414;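 active = highest replicate inhibition of at least 40%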;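 note: plate controls were DMSO neutral control wells for no effect and unlabeled competitor peptide control wells for full effect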
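material = purified tagged CAL PDZ domain construct (CerCALP) | buffer or medium = sodium phosphate/NaCl buffer pH 7.4 with TCEP, IgG, Thesit | reagent = TMR-labelled reporter peptide T*-PRC34 bound in PDZ groove | incubation = 1 h room-temperature incubation prior to read | measured by = fluorescence polarization (mP) | evaluation = percent inhibition from loss of millipolarization | control set = unlabelled peptide and DMSO controls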
DAGLB inhibitor = blocks human DAGLB lipase activity | Q8NCG7 | inhibition, % at 5.17 µM | HEK293T DAGLB membrane lysate, EnzChek fluorogenic substrate | AID 504411 | 340,000 tested, 0.059% active; in the data active = inhibition above about 34%;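 note: 0% = enzyme with vehicle and 100% = wells lacking enzyme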
RTF Ca sens inh = cardiac RTF calcium desensitization | P19429+P45379 | IANBD-labeled cardiac RTF, Ca2+ fluorescence | inhibition, % at 7.15 µM | 340,000 tested, 0.12% active | AID 493244;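 active = inhibition above the mean inhibition of all tested compounds plus 3 SD, cut at about 17% in these data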;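 note: assay run at fixed EC70 calcium of 1.6 mM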
SR-BI uptake up = enhances SR-BI lipid uptake from DiI-HDL; CHO ldlA[mSR-BI] cells, DiI-HDL uptake fluorescence, 3 h; 100 = double the neutral-control signal; activation, % at 12.5 µM; 320,000 tested, 0.096% active; AID 504775;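 active = mean replicate activation of at least 60% and every replicate at or above 60%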;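 note: 0% = median plate neutral-control signal and 100% = twice that signal; values of inactives mirror those of a sister screen read the other way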
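Assay system: CHO ldlA[mSR-BI] cells, LDL receptor-null, SR-BI overexpressing; medium: Ham's F12 with 0.5% BSA, HEPES 25 mM, pH 7.4; also added: DiI-HDL 10 µg/mL; timing: 3 h uptake period with compound, 37 °C; signal: DiI fluorescence, bottom read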
RTF Ca sens act = increases calcium sensitivity of human cardiac regulated thin filaments; IANBD-labeled TnC RTF fluorescence at EC20 calcium; 0% EC20 calcium, 100% full calcium; activation, % at 7.2 µM; 340,000 tested, 0.24% active;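 active = activation above the mean over all tested compounds plus 3 SD, cut at about 30% in these data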;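 note: rise in fluorescence read as greater calcium sensitivity of cardiac thin filaments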
Rtt109 Vps75 = blocks Candida albicans Rtt109/Vps75 acetyltransferase activity. inhibition, % at 34.9 µM. 330,000 tested, 0.16% active. Q5AAJ8. purified Rtt109/Vps75, ThioGlo CoA-SH fluorescence, 4 h. AID 540336;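 active = inhibition of at least 50% in every replicate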
Target sequence (Q5AAJ8 whole entry, looked up): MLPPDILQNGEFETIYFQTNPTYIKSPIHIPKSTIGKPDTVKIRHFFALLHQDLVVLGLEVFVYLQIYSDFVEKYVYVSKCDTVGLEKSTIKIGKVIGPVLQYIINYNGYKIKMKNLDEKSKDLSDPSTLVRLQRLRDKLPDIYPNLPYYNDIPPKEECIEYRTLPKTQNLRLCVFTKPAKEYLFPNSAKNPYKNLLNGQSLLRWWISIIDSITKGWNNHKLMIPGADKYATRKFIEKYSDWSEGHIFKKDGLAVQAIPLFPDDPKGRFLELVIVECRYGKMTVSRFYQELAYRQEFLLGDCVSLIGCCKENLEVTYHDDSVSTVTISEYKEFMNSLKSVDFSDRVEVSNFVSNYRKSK
PKA-R2B act = activators of human PKA-R2B complex; P22694+P31323; PKA-R2B holoenzyme dissociation, Cy5-IP20 fluorescence polarization; R2B truncated from residue 108, S112A mutant; 0% DMSO only, 100% 113 µM cGMP; AID 504700; activation, % at 11.4 µM; 340,000 tested, 0.079% active;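 active = activation above a cutoff set at the mean over all compounds plus 3 SD, cut at about 18% in these data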;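 note: higher means more holoenzyme dissociation and a rise in polarization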
Target sequence (P31323 whole entry, looked up, other chains not shown, the tested form may be a part): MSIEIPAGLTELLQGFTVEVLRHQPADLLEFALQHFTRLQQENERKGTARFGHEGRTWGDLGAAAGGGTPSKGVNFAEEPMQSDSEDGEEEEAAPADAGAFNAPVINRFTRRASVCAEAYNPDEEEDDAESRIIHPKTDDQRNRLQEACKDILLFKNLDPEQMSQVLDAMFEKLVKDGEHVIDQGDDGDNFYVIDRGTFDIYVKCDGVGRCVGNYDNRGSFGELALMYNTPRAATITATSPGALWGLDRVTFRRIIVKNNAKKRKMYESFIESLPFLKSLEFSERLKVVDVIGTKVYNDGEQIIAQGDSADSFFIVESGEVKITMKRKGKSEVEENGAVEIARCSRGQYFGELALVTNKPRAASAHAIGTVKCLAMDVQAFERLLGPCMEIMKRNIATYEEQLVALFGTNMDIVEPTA
Numbers without * were called inactive; nt = not tested or not shown.

SMILES	CAL PDZ FP-1	Keap1-Nrf2 PPI	LANA DNA inh	CAL PDZ FP-2	DAGLB inhibitor	RTF Ca sens inh	SR-BI uptake up	RTF Ca sens act	Rtt109 Vps75	PKA-R2B act
CCOc1ccc(S(=O)(=O)N2CCOCC2)cc1NC(=O)CCOc1ccc(C(C)(C)C)cc1	-3	0	-0.1	-2.4	1	-7	53	-4	-3	-14
COc1ccc(C2=NOC(C(=O)Nc3cccnc3)C2)cc1 (stereo not drawn)	-1	-5	5.8	-0.2	-3	4	8	2	8	-8
c1ccc2c(c1)OCC(CNc1ncnc3sccc13)O2 (stereo not drawn)	-4	1	-1.1	-1.3	-2	-7	-14	-6	-4	-1
CCSc1nc(COC(=O)NC)c(COC(=O)NC)n1C	0	3	-2.7	0.0	0	-1	5	-4	-10	-7
COc1ccc(CCN2C(=O)CC(N3CCC(C(N)=O)CC3)C2=O)cc1OC (stereo not drawn)	-1	-10	1.6	-0.4	-1	-6	11	-1	6	8
CC(=O)COc1ccc2cc(-c3ccccc3)c(=O)oc2c1	3	-2	1.9	-1.5	0	-16	0	2	-1	6
COc1ccc(C(=O)Nc2cc(-c3nn4c(C)nnc4s3)ccc2C)cc1	nt	-3	-1.1	-1.5	2	-2	-40	-3	-7	6
O=C(NC1CCCCC1)C(c1ccccn1)N(C(=O)Cc1cccs1)c1ccc(Cl)cc1 (stereo not drawn)	3	-2	-1.0	-2.7	0	-8	-1	-2	nt	4
O=C(Nc1ccccc1C(=O)N1CCCC1)c1ncoc1-c1cccc(Cl)c1	-5	4	-0.8	-3.8	-2	9	nt	-6	-3	-19
CC[C@@]1(C(=O)OC)N[C@H](CN(C)C(C)=O)[C@@H]2C(=O)N(C)C(=O)[C@@H]21	-3	-1	0.9	1.6	-1	-1	-18	0	3	-1
Nc1ncnc2c1ncn2[C@@H]1O[C@H](COP(=O)(O)OP(=O)(O)OP(=O)(O)O)[C@@H](O)[C@H]1O	5	-7	2.2	0.4	0	3	-18	2	7	8
CSc1nc(-c2ccccc2)nc(NC(C)=O)c1C(C)=O	nt	0	-1.4	-2.3	-2	-2	0	2	-5	2
Cc1ccc(NS(=O)(=O)c2ccc(CCC(=O)NCCCOC(C)C)cc2)cc1	-2	-1	-1.5	0.0	0	0	22	-3	-4	3
O=C(OCC#CCSc1nc2ccccc2o1)c1cc2ccccc2o1	-2	-4	-1.9	-1.2	-13	4	-2	10	3	-1
Cc1cc(C)n(-c2ncnc3c2oc2ccccc23)n1	-2	-2	-1.0	-1.5	-5	-4	-14	-5	-14	-4
COc1ccc(S(=O)(=O)N(C)C[C@@H]2Oc3c(NS(=O)(=O)c4cn(C)cn4)cccc3C(=O)N([C@@H](C)CO)C[C@@H]2C)cc1	-2	2	1.9	0.0	-4	-10	1	0	-1	0
COC(=O)CNC(=O)COC(=O)c1cc(F)c(F)cc1Cl	12	-2	1.1	nt	-2	-1	16	17	-1	1
CCN(CCNC(=O)C1CCCN(S(=O)(=O)c2cnc[nH]2)C1)c1ccccc1 (stereo not drawn)	-3	2	-0.6	-0.4	-3	-14	-8	0	-4	-4
CCOc1ccc(C2/C(=C(\O)c3ccc4c(c3)OCCO4)C(=O)C(=O)N2CCN2CCOCC2)cc1OC (stereo not drawn)	-1	-4	0.3	-1.3	1	-8	13	0	-4	-16
CCOC(=O)N1CCN(C(=O)c2ccc3c(c2)NC(=O)/C(=C/c2ccccc2)S3)CC1	7	-5	1.3	-0.6	1	-2	-9	1	0	-3
CCn1c(-c2csc3c2CCC(C)C3)n[nH]c1=S (stereo not drawn)	0	-5	-0.5	-2.2	-2	-9	-23	-7	29	-1
COc1ccc(NS(=O)(=O)c2cc3c(cc2C)N(C(C)=O)CCO3)cc1OC	nt	2	-1.1	0.4	2	-8	-13	0	11	15
CC1Cc2ccccc2N1C(=O)Cn1cnc2ccccc21 (stereo not drawn)	nt	0	-0.5	0.8	0	5	-1	9	-6	2
COc1ccc2nc(SCC(=O)Nc3c(C)cc(C)cc3C)[nH]c2c1	-3	-2	0.9	-2.4	3	6	-5	4	1	0
O=C(NCCC1=CCCCC1)C1CCC(CNc2c(N3CCCC3)c(=O)c2=O)CC1 (stereo not drawn)	-6	2	-1.1	-2.3	-5	1	nt	-3	-4	6
C=CCn1c(SCC(=O)c2c(C)[nH]c3ccccc23)nnc1-c1ccncc1	2	-3	1.7	-0.7	nt	nt	-32	nt	-6	nt
CCOC(=O)N1CCN(C(=O)C(NC(=O)c2ccc(CC)cc2)C(C)C)CC1 (stereo not drawn)	-2	-1	1.2	-1.0	-6	-24	-14	-1	26	-1
COc1ccc(C(=O)NCc2ccc(N3CCN(C(=O)OC(C)(C)C)CC3)cc2)cc1	-6	-2	0.1	0.6	-1	-4	nt	10	5	2
COc1cc(C2CC(=O)Oc3cc(O)ccc32)cc(OC)c1OC (stereo not drawn)	0	3	1.0	0.9	-1	2	9	-6	0	-4
Cc1ccc(CNC(=O)C2CCN(S(=O)(=O)N3CCCCC3)CC2)cc1	nt	-2	0.0	0.2	-1	-1	-5	1	-2	3
O=c1ncn(-c2cccc(F)c2)c2ncccc12	1	-2	-0.8	-0.7	5	3	8	-1	-6	-5
C#CCOCCOCCOCCNc1nc(N2CCN(C(=O)Cn3cc(CCO)nn3)CC2)nc(N2CCN(C(=O)[C@H](Cc3ccc(O)cc3)n3cc(CCO)nn3)CC2)n1	1	-5	2.1	-0.4	2	-9	36	-2	5	-8
COc1ccc(C(=O)Nc2cccc(C(=O)Nc3cc(C)ccn3)c2)cc1	-5	1	0.5	-2.8	-5	0	-57	-10	8	-5
Nc1ccc(S(=O)(=O)c2cc(O)c3ccccc3c2O)cc1	15	2	1.8	1.6	6	7	0	-5	5	-13
CCC(=O)N1CCCc2cc(S(=O)(=O)N3CCCc4ccccc43)ccc21	2	-3	1.0	-1.3	0	-7	-11	-4	nt	-10
Cc1ccc(NC(=O)CCc2nc3sc4c(c3c(=O)[nH]2)CCCC4)nc1	-15	-7	0.9	-0.7	6	-8	15	-11	2	7

Part of the list above, showing only PKA-R2B act and Keap1-Nrf2 PPI:
canonical_smiles,PKA-R2B act,Keap1-Nrf2 PPI
O=C(NCCC1=CCCCC1)C1CCC(CNc2c(N3CCCC3)c(=O)c2=O)CC1 (stereo not drawn),6,2
C=CCn1c(SCC(=O)c2c(C)[nH]c3ccccc23)nnc1-c1ccncc1,nt,-3
CCOC(=O)N1CCN(C(=O)C(NC(=O)c2ccc(CC)cc2)C(C)C)CC1 (stereo not drawn),-1,-1
COc1ccc(C(=O)NCc2ccc(N3CCN(C(=O)OC(C)(C)C)CC3)cc2)cc1,2,-2
COc1cc(C2CC(=O)Oc3cc(O)ccc32)cc(OC)c1OC (stereo not drawn),-4,3

Returning to the listing with the 6 entries that preceded the break.
SMILES	CAL PDZ FP-1	Keap1-Nrf2 PPI	LANA DNA inh	CAL PDZ FP-2	DAGLB inhibitor	RTF Ca sens inh	SR-BI uptake up	RTF Ca sens act	Rtt109 Vps75	PKA-R2B act
O=c1ncn(-c2cccc(F)c2)c2ncccc12	1	-2	-0.8	-0.7	5	3	8	-1	-6	-5
C#CCOCCOCCOCCNc1nc(N2CCN(C(=O)Cn3cc(CCO)nn3)CC2)nc(N2CCN(C(=O)[C@H](Cc3ccc(O)cc3)n3cc(CCO)nn3)CC2)n1	1	-5	2.1	-0.4	2	-9	36	-2	5	-8
COc1ccc(C(=O)Nc2cccc(C(=O)Nc3cc(C)ccn3)c2)cc1	-5	1	0.5	-2.8	-5	0	-57	-10	8	-5
Nc1ccc(S(=O)(=O)c2cc(O)c3ccccc3c2O)cc1	15	2	1.8	1.6	6	7	0	-5	5	-13
CCC(=O)N1CCCc2cc(S(=O)(=O)N3CCCc4ccccc43)ccc21	2	-3	1.0	-1.3	0	-7	-11	-4	nt	-10
Cc1ccc(NC(=O)CCc2nc3sc4c(c3c(=O)[nH]2)CCCC4)nc1	-15	-7	0.9	-0.7	6	-8	15	-11	2	7
O=C1/C(=C/c2cccs2)SC(=S)N1c1cccc(O)c1	-5	-1	-1.2	-2.4	-15	9	nt	-4	-3	8
Cc1cc(OCC(O)CN2C(C)CCCC2C)ccc1C(C)C (stereo not drawn)	-1	-2	0.3	-0.6	0	8	15	-1	-2	2
Cc1cc(C)c(C#N)c(SCC(=O)Nc2ccccc2C(N)=O)n1	-2	3	0.0	0.5	0	6	-11	-3	-6	8
COC(=O)c1sc(N2C(=O)C(=O)/C(=C(/O)c3ccccc3)C2c2ccco2)nc1C (stereo not drawn)	-4	0	0.7	-6.9	8	-1	22	-7	nt	-1
CCOC(=O)N1CCN(C(=O)C(=O)Nc2sc3c(c2C(N)=O)CC(C)(C)OC3)CC1	-3	1	-0.2	-2.9	-3	-4	5	1	-7	-3
Cc1ccc(S(=O)(=O)N2CCC(C(=O)OC(C)C(=O)N3CCOCC3)CC2)cc1 (stereo not drawn)	1	0	0.5	-1.8	2	4	-16	13	-11	-2
Cc1ccc2nc(SCC(=O)Nc3ccc(F)cc3F)[nH]c2c1	-2	-2	0.2	-2.9	-3	2	-23	-2	nt	-5
CC1CCc2sc(C(=O)N3CCC(C(N)=O)CC3)cc2C1 (stereo not drawn)	-5	-3	1.0	-3.5	2	-7	0	4	1	2
Cc1cc(C(=O)Nc2ccccc2C(=O)O)ccc1NC(=O)COc1cccc([N+](=O)[O-])c1	-2	2	-0.4	-0.7	5	-3	-12	-3	nt	10
CCOc1ccccc1NC(=O)NC1Cc2ccccc2C1	1	-3	-3.6	-0.7	-2	-2	-24	-3	6	10
CC1(C)NC(=O)N(CC(=O)Nc2ccc(-n3cnnn3)cc2)C1=O	-9	3	0.3	0.0	-1	-4	-2	4	nt	0
Fc1ccccc1N1CCN(c2ncnc3[nH]ncc23)CC1	-4	4	0.3	-2.2	4	-6	35	-1	10	-10

Reformatted with two lines to a compound: 2 of the compounds above
Screens in order: CAL PDZ FP-1 | Keap1-Nrf2 PPI | LANA DNA inh | CAL PDZ FP-2 | DAGLB inhibitor | RTF Ca sens inh | SR-BI uptake up | RTF Ca sens act | Rtt109 Vps75 | PKA-R2B act
Cc1ccc(S(=O)(=O)N2CCC(C(=O)OC(C)C(=O)N3CCOCC3)CC2)cc1 (stereo not drawn)
 : 1 | 0 | 0.5 | -1.8 | 2 | 4 | -16 | 13 | -11 | -2
Cc1ccc2nc(SCC(=O)Nc3ccc(F)cc3F)[nH]c2c1
 : -2 | -2 | 0.2 | -2.9 | -3 | 2 | -23 | -2 | nt | -5
